Source: PubChem
Luciferase inh: qHTS Assay for Inhibitors of Firefly Luciferase; purified firefly luciferase, luminescence, 8 min; Potency, µM (highest dose often 57.1 µM), inactives show top-dose activity change, negative = inhibition, most hits filed as inhibitors; hit rate 2.2% among 72,000; AID 411, 2009; note: potency is the fitted concentration of half-maximal effect; % is set by controls: 0 for no effect and ±100 for the full control effect; nearly all actives have a fitted effect of over 40% in size
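Firefly luciferase (PKLight detection mix) with 10 uM ATP in pH 7.2 imidazole buffer (KCl, MgCl2, Tween 20, BSA). Compounds tested across a concentration series (qHTS). Luminescence read after 8 min at ambient temperature.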
Tau filament bind: qHTS Assay for Tau Filament Binding | Microtubule-associated protein tau (Homo sapiens), P10636 | recombinant tau filaments, thioflavin S fluorescence, 15 h; filaments grown with octadecylsulfate alongside compound | Potency, µM (doses to about 57.1 µM), inactives show at the highest dose activity change, negative = inhibition | hit rate 2% among 71,000;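 note: potency is the fitted concentration of half-maximal effect; % is set by controls: 0 for no effect and ±100 for the full control effect; actives lower thioflavin S fluorescence by blocking filaments or displacing dye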
Target sequence (P10636 whole entry, looked up): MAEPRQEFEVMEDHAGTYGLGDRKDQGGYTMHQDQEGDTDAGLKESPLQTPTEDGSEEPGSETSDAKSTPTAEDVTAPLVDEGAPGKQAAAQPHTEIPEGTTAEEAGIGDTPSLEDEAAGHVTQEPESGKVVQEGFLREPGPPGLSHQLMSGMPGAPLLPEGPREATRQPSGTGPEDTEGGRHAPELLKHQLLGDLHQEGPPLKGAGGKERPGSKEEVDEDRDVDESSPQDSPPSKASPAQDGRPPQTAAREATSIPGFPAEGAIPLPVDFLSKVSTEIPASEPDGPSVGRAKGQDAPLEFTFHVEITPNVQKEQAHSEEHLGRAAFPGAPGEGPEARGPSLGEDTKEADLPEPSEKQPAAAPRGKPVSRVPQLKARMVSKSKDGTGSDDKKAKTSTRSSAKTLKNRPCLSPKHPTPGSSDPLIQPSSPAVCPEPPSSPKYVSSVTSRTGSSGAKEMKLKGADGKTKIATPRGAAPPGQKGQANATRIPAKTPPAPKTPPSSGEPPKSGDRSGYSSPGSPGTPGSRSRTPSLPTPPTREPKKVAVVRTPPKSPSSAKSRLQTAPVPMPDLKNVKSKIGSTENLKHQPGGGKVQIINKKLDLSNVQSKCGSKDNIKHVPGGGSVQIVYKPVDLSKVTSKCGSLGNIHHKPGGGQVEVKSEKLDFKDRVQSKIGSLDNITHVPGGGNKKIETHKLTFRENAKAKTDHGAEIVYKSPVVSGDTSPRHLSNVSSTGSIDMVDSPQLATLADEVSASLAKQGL
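ThS-based fibril read: tau 1 uM final, inducer ODS 30 uM final, 37 C for 15 h, ex 450/em 510 nm.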
HADH2 inh: qHTS Assay for Inhibitors of HADH2 (Hydroxyacyl-Coenzyme A Dehydrogenase, Type II) | 3-hydroxyacyl-CoA dehydrogenase type-2 (Homo sapiens), Q99714 | recombinant HADH2, NADH fluorescence, beta-hydroxybutyryl-CoA | Potency, µM (doses to about 57.1 µM), for the others: top-dose activity change, negative = inhibition, actives largely listed as inhibitors | hit rate 3.4% among 73,000; note: potency is the fitted concentration of half-maximal effect; % is set by controls: 0 for no effect and ±100 for the full control effect; nearly all actives have a fitted effect of over 60% in size; many of its hits are not listed in these tables
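20 nM HADH2 + cpd, 15 min RT; add 1 mM NAD+/90 uM beta-hydroxybutyryl-CoA; kinetic fluorescence 360/450 nm, 4 min. Tris-HCl pH 9.0, 0.01% Tween-20.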
HEK293 cAMP cs: qHTS Assay for Agonists of the Thyroid Stimulating Hormone Receptor: Activators of Intracellular cAMP Concentrations in Parental HEK 293; parental HEK293 CNG cAMP sensor, membrane potential fluorescence; Potency, µM (doses to about 57.1 µM), for the others: at the highest dose activation, actives largely listed as activators; hit rate 2.5% among 73,000; note: potency is the fitted concentration of half-maximal effect; % of control where 0% means no effect; nearly all actives have a fitted effect of over 55% in size
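Counterscreen for endogenous-receptor signalling: CNG-channel HEK 293 cells report cAMP rise by membrane depolarization. After 60 min dye equilibration with 100 uM RO 20-1724, compounds incubated 30 min before bottom-read fluorescence at 590 nm.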
Casp1 inh: qHTS Assay for Allosteric/Competitive Inhibitors of Caspase-1; hit rate 0.03% among 75,000; Potency, µM (series often up to 57.5 µM), for inactives: top-dose activity change, negative = inhibition, hits mostly inhibitors; Caspase-1 enzyme, Ac-WEHD-AFC fluorogenic rate; P29466;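 note: potency is the fitted concentration of half-maximal effect; plate controls were vehicle for no effect and no substrate for full effect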
Target sequence (P29466 120-297 limits assumed): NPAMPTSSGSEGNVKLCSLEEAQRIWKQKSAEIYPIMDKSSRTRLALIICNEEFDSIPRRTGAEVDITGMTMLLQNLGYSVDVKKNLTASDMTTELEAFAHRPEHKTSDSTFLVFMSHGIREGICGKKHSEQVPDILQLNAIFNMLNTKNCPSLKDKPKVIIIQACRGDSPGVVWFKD
Target sequence (P29466 317-404 limits assumed): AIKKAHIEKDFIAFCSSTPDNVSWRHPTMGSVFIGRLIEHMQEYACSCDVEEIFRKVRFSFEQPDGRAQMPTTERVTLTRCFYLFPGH
USP2a inh: qHTS Assay for Inhibitors of Ubiquitin-specific Protease USP2a; Ubiquitin carboxyl-terminal hydrolase 2 (Homo sapiens), O75604; USP2a enzymatic assay, qHTS inhibition; Potency, µM (titrated, usually from 38.3 µM), for the others: at the highest dose activity change, negative = inhibition, hits mostly inhibitors; hit rate 0.1% among 60,000; AID 927, 2007;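 note: potency is the fitted concentration of half-maximal effect; nearly all actives have a fitted effect of over 60% in size; plate controls were DMSO for no effect and NEM full inhibition control for full effect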
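Inhibition is measured in a cell-free coupled assay with 20 nM USP2 core, 20 nM Ub-PLA2 and 20 uM NBD C6-HPC, 2.5 h incubation. Activity normalized to NEM control.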
Rhodamine autofl: qHTS Assay for Spectroscopic Profiling in Rhodamine Spectral Region | Rhodamine-region fluorescence, 547/598 nm, Tris buffer; hits give high values | max dye-equivalent concentration, M | hit rate 0.05% among 59,000; in the data active = max dye-equivalent concentration above about 11 nM; inconclusive = between about 1.1 nM and that limit
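Intrinsic compound fluorescence, ex 547 / em 598 nm, CCD imager. Tris 100 mM pH 8.0; 15 min RT. Output = rhodamine dye-equivalent concentration at each compound concentration.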
ERK AVP block: qHTS Assay for Inhibitors of the ERK Signaling Pathway using a Homogeneous Screening Assay; HEK293-V1b, vasopressin-stimulated pERK AlphaScreen; Potency, µM (titrated, usually from 57.5 µM), for the others: at the top dose activity, negative = inhibition, hits mostly inhibitors; hit rate 0.99% among 72,000; note: potency is the fitted concentration of half-maximal effect; % is set by controls: 0 for no effect and ±100 for the full control effect; nearly all actives have a fitted effect of over 55% in size
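V1b-HEK293 cells; cpd 30 min 37C; 25 nM vasopressin 5 min; lyse 10 min; AlphaScreen beads 5 hr RT. Normalized to DMSO basal and 25 nM vasopressin; AC50 by Hill fit.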
Fluorescein autfl: qHTS Assay for Spectroscopic Profiling in Fluorescein Spectral Region; max fluorescein-equivalent concentration, M; Compound autofluorescence, 480/540 nm, fluorescein-equivalent; hits give high values; AID 593, 2007; hit rate 0.91% among 59,000; in the data active = max fluorescein-equivalent concentration above about 10 nM; inconclusive = between about 1.1 nM and that limit
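Each compound is tested across a concentration series in 100 mM Tris buffer at pH 8.0. After 15 min at room temperature, plates are imaged with 480 nm excitation and 540 nm emission filters, and intensities are converted to fluorescein-equivalent values.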
Casp7 inh: qHTS Assay for Allosteric/Competitive Inhibitors of Caspase-7; hit rate 0.02% among 75,000; P55210; AID 889, 2007; Potency, µM (series often up to 57.5 µM), for inactives: top-dose activity change, negative = inhibition, actives largely listed as inhibitors; recombinant caspase-7, Ac-DEVD-AFC fluorescence rate; active = well fitted inhibition curve with a large enough effect in the main read-out, with a control signal flat, not every such curve was filed as active; inconclusive = small, poorly fitted or top-dose-only effect, or a change in a side signal; note: potency is the fitted concentration of half-maximal effect; % of control where 0% means no effect
Texas Red fluor: qHTS Assay for Spectroscopic Profiling in Texas Red Spectral Region; Compound fluorescence, Texas Red channel, 547/618 nm; hits give high values; max dye-equivalent concentration, M; hit rate 0.06% among 59,000; AID 587, 2007; in the data active = max dye-equivalent concentration above about 10 nM; inconclusive = between about 1.1 nM and that limit
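Compound fluorescence was read after 15 min at room temperature in 100 mM Tris, pH 8.0, using 547 nm excitation and 618 nm emission across a concentration series. It was expressed as Texas Red dye-equivalent concentration from an on-plate standard curve.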
Active calls of the source: *; i = inactive; ? = inconclusive; . = not tested or not shown; [ ] = another dose, or the depositor's remark. Unless noted, calls come from the whole dose curve; as a rule, active = well fitted curve in the direction sought with a large enough effect; inconclusive = small, poorly fitted or top-dose-only effect, or another doubt; inactive = no such curve, though single readings can be large; an effect the other way counts as inactive or inconclusive. A portion of the library. The share of hits here may be higher or lower than overall.

SMILES	Luciferase inh	Tau filament bind	HADH2 inh	HEK293 cAMP cs	Casp1 inh	USP2a inh	Rhodamine autofl	ERK AVP block	Fluorescein autfl	Casp7 inh	Texas Red fluor
CCCc1nc2sc3c(SCC(=O)NCc4ccco4)ncnc3c2c2c1CCC2	3%	0%	1%	?	-1%	7%	i	12%	i	-4%	?
O=C(CSc1nc2ccccc2o1)Nc1nc2c(s1)CCCC2	10µM*	-2%	-3%	32µM*	-5%	32%[activator]	i	-28%	?	-3%	i
COC(=O)c1cnn(-c2ccc(C)c(C)c2)c1-n1cccc1	0%	-21%	-14%	?	1%	17%	i	7%	?	-5%	?
CC(C)CCC(C(=O)O)C(C)CC(=O)NC1CCCCC1 (configuration not stated)	1%	3%	6%	17%	-1%	2%	i	3%	i	2%	i
Cc1cc(C)n(CCn2nc(C)cc2C)n1	1%	10%	6%	7%	1%	5%	i	19%	i	1%	?
O=C(CN(Cc1ccco1)C(=O)Cn1nnc(-c2cccs2)n1)NCc1ccccc1	-1%	4%	-3%	?	0%	100%[activator]	i	-2%	i	-2%	?
O=C(NC1CCCCCC1)C1c2ccccc2C(=O)N1Cc1ccco1 (configuration not stated)	2%	-1%	1%	13µM*	0%	9%	i	21%	i	2%	i
Cc1nc2sccn2c1-c1csc(NCc2ccccc2)n1	-7%	-23%	?	13%	-3%	5%	i	-30%	i	-3%	i
O=C(O)CCCC(=O)Nc1cccc(-c2nc3ccccc3[nH]2)c1	20µM*	-4%	-21%	4%	-1%	-3%	i	-1%	i	-1%	i
CC(C)(C)NC(=O)c1ccc(COCC(F)(F)F)o1	0%	1%	8%	-2%	0%	5%	i	-8%	i	1%	i
Cc1cc(N2CCCCC2)nc(SCC(=O)c2ccccc2)n1	0%	15%	3%	?	-2%	-18%	i	-20%	i	-3%	i
CNc1ncnc2ccc(-c3ccc4c(c3)OCO4)cc12	1%[2.29 µM]	2%	14%	5%	2%	4%	i	4%	i	1%	i
CCOC(=O)C1C(=O)CC(C)(O)C(C(=O)OCC)C1c1ccccc1OC (configuration not stated)	0%	-4%	33%[activator]	6%	1%	0%	i	18%	?	0%	i
O=C1C(=O)N(CCN2CCOCC2)C(c2ccccn2)/C1=C(/O)c1ccc(Cl)cc1 (configuration not stated)	0%	65%	-20%	11%	?	10%	i	-13%	?	-20%	i
O=C(NCCN1CCOCC1)c1cc(-c2ccccc2)on1	5%	63%	-1%	1%	-1%	-1%	i	8%	i	-1%	i
CCSc1nc(N2CCOCC2)c2c(c1C#N)CCCC2	2%	28%	6%	?	-1%	-8%	i	20%	i	1%	i
Cc1cc(O)c(C(C)C)cc1C1(c2cc(C(C)C)c(O)cc2C)OC(=O)c2ccccc21	2%[11.4 µM]	1%[11.4 µM]	-1%[11.4 µM]	-1%[11.4 µM]	1%[11.5 µM]	.	i	20%[11.5 µM]	i	-2%[11.5 µM]	i
CCc1c(O)nc(SCC(=O)NCc2ccco2)[nH]c1=O	0%	-7%	-5%	?	0%	-6%	i	5%	i	-2%	i
COc1ccc(CCNC(=O)C2CCCN(c3nn4c(=O)cc(C)nc4s3)C2)cc1OC (configuration not stated)	2%	10%	1%	4%	-1%	-6%	i	0%	i	-2%	i
O=C(O)Cn1c(CC(=O)N2CCCC2)nc2ccccc21	0%	-7%	-20%	3%	-4%	.	i	-6%	i	0%	?
CCS(=O)(=O)NCC(c1cccnc1)N1CCN(c2ccccc2F)CC1 (configuration not stated)	2%	8%	5%	1%	-1%	1%	i	11%	i	1%	i
Cc1cc(C)cc(N2C(=O)N(c3ccccc3C)C3CS(=O)(=O)CC32)c1 (configuration not stated)	-2%	-11%	12%	14%	1%	2%	i	-11%	?	0%	i
CCN(CC)S(=O)(=O)c1ccc(S(=O)(=O)Nc2ccc(C(=O)N3CCCC3)cc2)cc1	0%	2%	5%	15%	2%	5%	i	-6%	?	2%	i
COC(=O)CSc1nnc(CNc2ccc(OC)cc2)n1C	3%	-8%	-15%	-6%	-2%	-5%	i	-13%	?	1%	i
COc1ccc(OC)c(NC(=O)c2cc(-c3cc(Cl)ccc3O)n[nH]2)c1	-15%	226%	40%[activator]	17%	1%	26%	i	25µM*	?	-8%	?
Cc1ccc(-n2nc(C(=O)N3CCN(C)CC3)c3c4ccccc4n(C)c3c2=O)cc1	0%	0%	3%	28%	3%	13%	i	18%	?	0%	?
CCCCC(=O)Nc1ccc(NC(=O)C(C)C)cn1	1%	-23%	6%	-2%	3%	-5%	i	-2%	?	4%	?
COc1ccc(CC(=O)OCC(=O)Nc2ncc(Cl)cc2Cl)cc1	3%	?	14%	0%	-3%	20%	i	6%	i	-16%	i
O=C(CSc1ccc2nnc(-c3cccc(F)c3)n2n1)NCC1CCCO1 (configuration not stated)	-1%	-8%	20µM*	0%	1%	-8%	i	3%	i	1%	i
COc1cc2c(cc1OC)-c1cc(OCc3cccnc3)nc(=O)n1CC2	-3%	4%	4µM*	-3%	-6%	12%	i	13µM*	?	-6%	i
O=c1[nH]ccc2c(O)cccc12	1%	-8%	32µM*	-3%	-2%	-1%	i	8%	i	-1%	?
COc1ccc(C(=O)N2CC(=O)N(CCc3ccccc3)C(=O)C2)cc1OC	-3%	-7%	2%	3%	0%	1%	i	-6%	i	0%	i
Cc1ccc(Cc2cncc(O)c2)cc1S(=O)(=O)O	-1%	2%	-24%	15%	1%	-5%	i	7%	i	-2%	i
CN(C)c1ncnc2ccc(-c3ccccc3C(F)(F)F)cc12	3%[2.29 µM]	4%	12%	?	-2%	53%[activator]	i	?	i	-4%	i
CCC(=O)N1CCCc2cc(S(=O)(=O)N3CCN(c4ccccn4)CC3)ccc21	0%	13%	-3%	12%	0%	23%	i	12%	i	-1%	i
CS(=O)(=O)c1ccc2nc(NC(=O)CN3CCCCCC3)sc2c1	2%	-7%	8%	?	2%	-8%	i	9%	i	-1%	i
CCOc1ccc(C2C3=C(CCCC3=O)Nc3nc(C(F)(F)F)nn32)cc1OC (configuration not stated)	1%	1%	?	1%	-1%	7%	i	10%	i	0%	i
COC(=O)c1c(NC(=O)c2c(C)noc2C)sc2c1CCCCCC2	1%	12%	?	11%	1%	1%	i	-10%	i	-2%	?
OCCCN=C1CCCCC1	2%[11.4 µM]	-6%[11.4 µM]	11%[11.4 µM]	18%[11.4 µM]	-3%[11.5 µM]	.	i	-2%[11.5 µM]	?	1%[11.5 µM]	i
Cc1ccc(Cl)cc1N1CCN(Cc2nc3c(c(=O)[nH]c(=O)n3C)n2CCc2ccccc2)CC1	-1%	-9%	3%	?	-2%	32%[activator]	i	6%	i	1%	i
O=C(CC1COc2ccccc2O1)NCc1ccccc1 (configuration not stated)	0%	5%	-17%	4%	1%	6%	i	-16%	i	0%	i
COC(=O)c1sccc1NC(=O)CN1CCN(c2ccc(F)cc2)CC1	0%	16%	0%	?	-4%	10%	i	?	i	-3%	i
O=C(Nc1ccc(NC(=O)C2CC2)nc1)c1ccccn1	20µM*	-3%	-5%	-8%	-1%	-10%	i	-22%	i	-2%	i
Cc1cc(C)nc(NS(=O)(=O)c2cccs2)c1	4%	-8%	-16%	?	-1%	5%	i	32%	i	1%	i
C[C@@H](c1ccccc1)N1C(=O)[C@H]2[C@H]3[C@H](O)[C@H](O)C/C(=N/OCc4ccccc4)[C@H]3CC[C@@H]2C1=O	-1%[11.4 µM]	.	-3%[11.4 µM]	2%[11.4 µM]	-3%[11.5 µM]	.	.	9%[11.5 µM]	.	-1%[11.5 µM]	.
CCCCOCCCNC(=O)c1ccccc1OCC	1%	-8%[11.4 µM]	3%[11.4 µM]	?	0%	3%[7.66 µM]	.	-4%	.	1%	.
CC(CC1C(C#N)=C(N)SC(N)=C1C#N)c1ccccc1 (configuration not stated)	-10%	-6%	32µM*	6%	-4%	?	i	-2%	i	-5%	i
COC(=O)C1=C(NC(=O)c2ccc(C)c(C)c2)CCS1	4%	-22%	6%	10%	-6%	0%	i	5%	i	-6%	i
Cn1c(=O)[nH]c(=O)c2c1nc(CN1CCN(c3ccc(F)cc3)CC1)n2CCCc1ccccc1	1%	2%	-3%	?	-2%	47%[activator]	i	45%[activator]	i	-1%	i
